Assay outcomes: PubChem BioAssay, National Center for Advancing Translational Sciences (NCATS)
Abeta yeast res: restores growth of yeast expressing A-beta42 peptide; Potency, µM (top dose mostly 46.1 µM), inactives show top-dose growth rescue, hits mostly activators; 410,000 tested, 0.063% active; yeast expressing A-beta42, growth rescue, OD600, 48 h; response scale: 0% DMSO, 100% iron-clioquinol control; also: potency is read from the fitted curve at half-maximal effect; nearly all actives have a fitted effect of over 55% in size
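Yeast A-beta toxicity model in growth medium with pinned compounds, 48 h at 30 C; growth read as absorbance at 600 nm. Normalized to FeCl3/clioquinol equimolar mix (positive) and DMSO (negative).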
FUS yeast rescue: FUS proteinopathy suppression in yeast. Potency, µM (titrated, usually from 76.6 µM), inactives show top-dose growth rescue (activation), hits mostly activators. 390,000 tested, 0.24% active. S. cerevisiae FUS-expressing, growth rescue, OD600, 24 h;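 also: potency is read from the fitted curve at half-maximal effect; plate controls were DMSO vehicle for no effect and reference control for full effect; nearly all actives have a fitted effect of over 55% in size; some results filed as inactive show a strong effect at the top dose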
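S. cerevisiae expressing FUS from galactose induction served as the toxicity model. Growth after 24hr at 30C, read as absorbance at 600 nm, indicates suppression of toxicity; compounds dosed at several concentrations.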
GLP1R ag: activates the human GLP-1 receptor. P43220. HEK293 GLP-1R CRE-luciferase, luminescence, 4-6 h; cells express a hypersensitive GLP-1R form. Potency, µM (highest dose often 45.6 µM), for the others: at the highest dose activation, hits mostly activators. 380,000 tested, 0.007% active; also: potency is read from the fitted curve at half-maximal effect; % of control where 0% means no effect
Target sequence (P43220 whole entry, looked up): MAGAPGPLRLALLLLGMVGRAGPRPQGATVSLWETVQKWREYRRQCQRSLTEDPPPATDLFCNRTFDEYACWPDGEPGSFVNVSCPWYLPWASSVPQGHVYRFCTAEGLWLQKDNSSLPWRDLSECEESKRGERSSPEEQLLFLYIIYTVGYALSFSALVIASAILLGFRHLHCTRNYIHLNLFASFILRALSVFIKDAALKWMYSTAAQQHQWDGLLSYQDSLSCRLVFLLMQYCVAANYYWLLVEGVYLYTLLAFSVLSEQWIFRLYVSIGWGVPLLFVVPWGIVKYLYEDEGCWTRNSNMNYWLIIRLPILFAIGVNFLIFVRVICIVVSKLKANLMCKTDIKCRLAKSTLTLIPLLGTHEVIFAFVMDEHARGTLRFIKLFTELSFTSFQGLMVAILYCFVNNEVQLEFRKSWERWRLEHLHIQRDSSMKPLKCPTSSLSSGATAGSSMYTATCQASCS
D3 antag: D3 dopamine receptor (human) antagonism. 360,000 tested, 2.5% active. P35462. D3R cells, DiscoveRx beta-arrestin luminescence, antagonist mode; stronger effect = lower value. max response, negative = inhibition, %. AID 652054; in the data active = max response below about -50%; inconclusive = no clear call, values can overlap the other calls; also: % is scaled to controls: 0 for no effect and ±100 for the full control effect; mostly tested at two doses, the higher about 12 µM
Target sequence (P35462 whole entry, looked up): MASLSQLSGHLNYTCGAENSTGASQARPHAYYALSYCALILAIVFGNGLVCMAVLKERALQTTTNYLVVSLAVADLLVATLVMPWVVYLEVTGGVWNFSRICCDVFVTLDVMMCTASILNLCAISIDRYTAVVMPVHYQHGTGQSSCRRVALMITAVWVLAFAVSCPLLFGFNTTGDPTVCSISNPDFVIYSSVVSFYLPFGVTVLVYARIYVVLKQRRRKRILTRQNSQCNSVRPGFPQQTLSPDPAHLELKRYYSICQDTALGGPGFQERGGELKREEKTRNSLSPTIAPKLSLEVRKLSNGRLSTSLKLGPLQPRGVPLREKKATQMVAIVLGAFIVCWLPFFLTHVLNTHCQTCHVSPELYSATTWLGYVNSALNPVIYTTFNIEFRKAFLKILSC
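Cells expressing the human receptor were seeded at 1500 cells/well, incubated overnight at 37 degrees C in 5% CO2, then exposed to library compounds with dopamine controls for 90 minutes at 37 degrees C before luminescent detection.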
TDP43 rescue: inhibitors of TDP-43 toxicity in yeast. TDP-43 expressing yeast growth rescue, BacTiter-Glo, 24 h. Potency, µM (highest dose often 46.1 µM), for the others: top-dose growth rescue (activation), actives largely listed as activators. 410,000 tested, 1.8% active. AID 652104; also: potency is read from the fitted curve at half-maximal effect; % of control where 0% means no effect; nearly all actives have a fitted effect of over 50% in size
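Galactose-induced TDP-43 yeast, OD600=0.02, compound pinned; 24 hr, 30 deg C; BacTiter-Glo luminescence for growth. Inhibitors of TDP-43 toxicity read as activators.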
pAkt inh: inhibitors of Akt phosphorylation. Neuro2A IGF-stimulated pAkt S473 HTRF, 20 min; stronger effect = lower value. 360,000 tested, 0.32% active. activity change, % for hits at 50 µM. AID 651550; in the data active = activity change below about -80%; inconclusive = mostly about -51% to -80%; also: % is scaled to controls: 0 for no effect and ±100 for the full control effect
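Neuro2A cells in DMEM with 0.5% FBS, overnight at 37 deg C, given compound at single 50 µM final, then IGF (6 nM final) for 20 min at 37 deg C. Lysed; phospho-Akt Ser473 by HTRF after 24 h, 665/615 ratio.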
GLP-1R inv ag: GLP-1 receptor (human) inverse agonism. P43220. HEK293 GLP-1R CRE-luciferase, luminescence, 24 h; GLP-1R form is constitutively active. Potency, µM (top dose mostly 38.3 µM), inactives show top-dose activity change, negative = inhibition, usual class: inhibitors. 410,000 tested, 1.6% active. AID 624417; also: potency is read from the fitted curve at half-maximal effect; % is scaled to controls: 0 for no effect and ±100 for the full control effect; nearly all actives have a fitted effect of over 55% in size
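Inverse agonists were sought by their lowering of basal cAMP reporter luciferase output in HEK293 cells stably carrying constitutively active human GLP-1R, after 24 h compound treatment.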
PTHR1 ag: PTHR1 (human) receptor agonism; Q03431; Potency, µM (top dose mostly 115 µM), for inactives: at the highest dose activation, most hits filed as activators; HEK293 GP2 PTHR1 cells, GloSensor cAMP luminescence, 1 h; 410,000 tested, 0.075% active; AID 743266; also: potency is read from the fitted curve at half-maximal effect; nearly all actives have a fitted effect of over 55% in size; some results filed as inactive show a strong effect at the top dose; inactives centre near -15; many of its hits are not listed in these tables
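HEK-293-derived GP2 cells expressing PTHR1 and a GloSensor cAMP reporter, 3,000/well, plated overnight, given luciferin plus IBMX (each 0.5 mM as added) for 1 h at 37 °C, then compound for 1 h at 37 °C. Luminescence was read after 15 min at room temperature.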
aSyn yeast inh: rescues yeast growth from alpha-synuclein toxicity. Yeast expressing alpha-synuclein, growth rescue, BacTiter-Glo, 24 h. Potency, µM (series often up to 46.1 µM), for the others: at the highest dose growth rescue (activation), actives largely listed as activators. 370,000 tested, 0.14% active. AID 652106; also: potency is read from the fitted curve at half-maximal effect; % of control where 0% means no effect; nearly all actives have a fitted effect of over 65% in size
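Galactose-induced alpha-syn yeast (OD600=0.02, raffinose-pregrown) + pinned cpd, 24 hr, 30 deg C; growth by BacTiter-Glo luminescence. Growth restoration scores as activation.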
Active calls of the source: *; i = inactive; ? = inconclusive; . = not tested or not shown; & = joins results of further samples; [ ] = another dose, or the depositor's remark. Unless noted, calls follow the shape of the dose curve; as a rule, active = well fitted curve in the direction sought with a large enough effect; inconclusive = small, poorly fitted or top-dose-only effect, or another doubt; inactive = no such curve, though single readings can be large; an effect the other way counts as inactive or inconclusive. Only part of the results is shown; rates above refer to the full screens.

SMILES	Abeta yeast res	FUS yeast rescue	GLP1R ag	D3 antag	TDP43 rescue	pAkt inh	GLP-1R inv ag	PTHR1 ag	aSyn yeast inh
C/C(=N\NC(=O)CC1N=C(Cc2ccccc2)NNC1=O)c1ccc(Br)cc1 (stereo unspecified)	-1%	1%	8%	0	17%	i	?	i	2%
O=C(NC(=S)NCc1cccnc1)c1cc2ccccc2o1	10%	8%	14%	15	-5%	i	6%	-4%	2%
CCn1nc(NS(=O)(=O)c2ccccc2[N+](=O)[O-])c2cc3ccc(C)cc3nc21	-9%	22%	0%	-6	7%	i	51%[activator]	i	-5%
COc1cccc(CN2CCC(Oc3ccc(C(=O)N4CCCCC4)cc3)CC2)c1O	12%	.	3%	12	12%	i	-12%	i	2%
Cc1ccc(NC(=O)CCn2c(=O)c3cccn3c3ccccc32)cc1C	-2%&-6%	10%&-4%	5%	-16	?	i	?	-9%&-3%	-1%
O=c1[nH]c(C2CCCN(S(=O)(=O)Cc3ccccc3)C2)nc2c1nnn2Cc1cccc(Cl)c1 (stereo unspecified)	-5%	27%	1%	-4	-11%	i	-11%	27%	1%
CCN(C(=O)CSc1nc2c(cnn2-c2ccccc2)c(=O)[nH]1)C1CCS(=O)(=O)C1 (stereo unspecified)	2%	.	-1%	-2	20%	i	0%	i	6%
CC[n+]1c(/C=C/c2ccc(OC(C)=O)c(OC)c2)ccc2ccccc21	-29%	-20%	0%	-9	-4%	i	?	i	-4%
O=C(CSc1nnnn1C1CCCCC1)N1CCN(C(=O)c2ccco2)CC1	-14%	11%	1%	-3	-10%	i	-2%	-8%	-2%
CC(=O)Nc1ccc(C(=O)NN2C(=O)c3ccccc3C2=O)cc1	-2%	14%	0%	-6	-3%[9.22 µM]	i	-2%	i	4%
COC(=O)c1cc(=O)n(Cc2ccc(OC)cc2)c(=NCc2ccc(OC)cc2)s1	-1%	-25%	10%	8	-11%[0.397 µM]	i	-6%	i	4%
Oc1ccc2ccccc2c1CNc1ccc(Br)cn1	-13%	2%	-4%	24	20µM*	i	?	-11%	1%

Quoted from the listing.
C/C(=N\NC(=O)CC1N=C(Cc2ccccc2)NNC1=O)c1ccc(Br)cc1 (stereo unspecified) @ D3 antag: 0
Oc1ccc2ccccc2c1CNc1ccc(Br)cn1 @ aSyn yeast inh: 1%

Further results:
SMILES	Abeta yeast res	FUS yeast rescue	GLP1R ag	D3 antag	TDP43 rescue	pAkt inh	GLP-1R inv ag	PTHR1 ag	aSyn yeast inh
COc1ccc(NC2=NC(=S)N(c3ccc(C)cc3)C23CCCCC3)cc1	12%	-2%	-10%	22	0%	i	5%	i	-2%
CC1=C(C(N)=O)C(c2cccnc2)n2nc(SCc3ccccc3Cl)nc2N1 (stereo unspecified)	-8%	29%	2%	16	-17%	i	0%	i	-4%
C[C@H]1CCC(=O)N([C@H](CSc2ccccc2)Cc2ccccc2)CC1	20%	32%	12%	-18	?	i	-7%	-4%	4%
COCCN(C(=O)COC(=O)CSc1ccc2ccccc2c1)c1c(N)n(Cc2ccccc2)c(=O)[nH]c1=O	-2%	17%	3%	2	9%	i	-8%	i	2%
CCCn1c(-c2nonc2N)nc2ccccc21	9%	-31%	-17%	9	?	i	?	i	4%
CCN(c1ccc(OC)cc1)S(=O)(=O)c1nnc(NC(=O)c2ccccc2Cl)s1	2%&-17%	14%&5%	-3%	0	6%&14%	i	?	-23%&-24%	-11%
CCCCc1nn(-c2cc(Cl)ccc2OC)c2c1C(=O)CCC2	-7%	10%	9%	-4	0%	i	?	-8%	5%
CC(CN1CCCCC1)OC(=O)c1ccccc1Cl (stereo unspecified)	-3%	-1%	-2%	-9	-9%	-96%*	-7%	i	0%
CC(=O)N1CCc2cc(NC(=O)c3ccc(C)cc3)ccc21	-4%	29%	-2%	-21	-3%	i	0%	i	-6%
COc1ccc(CCNC(=O)c2cnc3sc(N4CCCCCC4)nn3c2=O)cc1OC	-3%	8%	.	.	17%	.	0%	-19%	.
Clc1ccccc1Nc1ncnc2c1nnn2Cc1ccccc1	0%	6%	0%	5	-8%	i	0%	i	-6%
COCCN1C(=O)c2oc3ccccc3c(=O)c2C1c1ccc(OC)c(OC)c1 (stereo unspecified)	11%	-27%	-5%	19	11%	i	8%	-11%	-7%
N#C/C(=C\c1cc2ccccc2nc1N1CCOCC1)C(=O)Nc1ccc(N2CCOCC2)cc1	5%	.	-1%	71	2%	i	0%	i	1%
Cc1ccc(NC(=S)NC(=O)c2cncc(Br)c2)cc1Cl	-12%	-16%	0%	-8	-3%	i	-1%	-5%	-5%
COc1ccccc1NC(=S)NC(=O)C(C)C	-1%	-8%	1%	-7	12%	i	0%	-11%	-16%
O=C1CN(S(=O)(=O)c2ccc([N+](=O)[O-])cc2)CC(=O)N1	-5%	8%	5%	-6	-9%	i	-15%	i	-3%
CNc1nc(NCc2ccc(C)cc2C)c2sccc2n1	-17%	-9%	10%	13	0%	i	-34%	-38%[inhibitor]	-3%
Cc1ccc(S(=O)(=O)N2CCC(C(=O)OC(C)C(=O)NC3CCCCC3C)CC2)cc1 (stereo unspecified)	-11%	17%	-7%	-2	14%	i	?	-32%	0%
CCCC(=O)Nc1ccc(S(=O)(=O)Nc2cc(OC)ncn2)cc1	4%	1%	-1%	6	11%	i	6%	i	-5%
CCN1C(=O)[C@H]2[C@@H](c3ccc(C(F)(F)F)cc3)N[C@]3(CCCN(Cc4ccc(F)cc4)C3=O)[C@H]2C1=O	26%	25%	2%	-2	?	i	?	-34%[inhibitor]	1%
CCOC(=O)C1=C(C)NC2=C(C(=O)C(C(=O)OCC)C(c3cccc(OC)c3)C2)C1c1ccccn1 (stereo unspecified)	16%	17%	3%	5	1%	i	?	i	2%
Cc1ccc(N2CC(C(=O)N3CCC4(CC3)CC(=O)c3ccccc3O4)CC2=O)cc1 (stereo unspecified)	-6%	12%	0%	2	5%	i	?	-78%[inhibitor]	10%
COCCOC(=O)C1=C(C)NC(=O)NC1c1c(OC)ncnc1OC (stereo unspecified)	-1%	14%	-10%	12	6%	i	3%	i	5%
COc1ccc(Cl)cc1-c1cc(C(=O)NCc2cccc(Cl)c2)[nH]n1	-17%	-9%	1%	-71*	-18%	i	3.2µM*	-13%	8%
C=C(C)c1cccc(C(C)(C)NC(=O)N2CCN(C/C=C/c3ccccc3)CC2)c1	4%	-1%	-4%	-9	-11%	i	?	-22%	-1%
COC(=O)c1ccc(=O)n(Cc2ccco2)c1	-3%	.	-4%	3	7%	i	-3%	-2%	-3%
CCOC(=O)c1c(C)[nH]c(C)c1C(=O)CN1C(=O)NC2(CCC(C)CC2)C1=O (stereo unspecified)	3%	-10%	1%	-7	8%	i	?	-9%	-3%
Cc1ccc(S(=O)(=O)c2nnn3c2nc(N2CCN(c4ccccn4)CC2)c2ccccc23)cc1C	5%	-30%	-3%	18	-7%	i	2%	-23%	2%
CCOCCc1c(O)nc(SC)[nH]c1=O	2%	-27%	-9%	22	2%	i	4%	i	3%
COc1ccc(-n2ncc3c(N4CCCc5ccccc54)ncnc32)cc1	0%	.	-1%	25	?	i	3%	i	4%
CCn1nc(C(=O)Nc2ccc(Cl)c(S(=O)(=O)N3CCOCC3)c2)c2ccccc2c1=O	16%	8%	18%	0	-6%	i	55%[activator]	i	-1%
COCCCNC(=O)c1cccn2c(=O)c3cc4ccccc4cc3nc12	-6%	94%	2%	38	-26%	i	-16%	i	-1%
CCOc1ccc(N(CC(=O)N2CCN(c3ccccc3F)CC2)S(=O)(=O)c2c(C)noc2C)cc1	-3%	10%	-5%	-20	-7%	i	13%	i	-6%
S=C(NCc1ccco1)N1CCC(c2nc3ccccc3o2)CC1	3%	-10%	7%	6	0%	i	21%	i	-6%
O=[N+]([O-])c1ccc(Oc2ccc(S(=O)(=O)N3CCOCC3)cc2)cc1	-6%	13%	21%	-14	26%	i	-25%	-20%	2%
CCc1cccc(NC(=O)CCC(=O)N2CCSc3ccccc32)c1	24%&16%	19%&28%	3%	4	?	i	?	-88%[inhibitor]	15%
Cc1ccsc1C(=O)OCC(=O)N1CCOCC1	1%	16%	-10%	-21	2%	i	0%	i	0%
CCC1Nc2ncnc(N3CCN(c4ccccn4)CC3)c2N(Cc2ccc(Cl)cc2)C1=O (stereo unspecified)	8%	19%	0%	-104*	0%	i	?	0%	-8%
CSc1c(SCc2ccccc2)cnn(-c2ccccc2)c1=O	-8%	.	0%	12	?	i	?	i	-7%
CCCC(=O)N1CCCC1(C)C(=O)Nc1ccc2nc(C)ccc2c1 (stereo unspecified)	13%	-14%	0%	-5	14%	i	16%	i	?
Cc1cc(F)ccc1-c1cc(C(=O)NCc2cc(C(F)(F)F)cc(C(F)(F)F)c2)[nH]n1	-10%	-22%	11%	-8	4%	i	-19%	-36%[inhibitor]	-9%
Cc1ccnc(NC(=O)c2cc3c(=O)oc4ccc(C)cc4c3s2)c1	-3%	2%	1%	-9	-18%	i	8%	i	4%
CCOC(=O)c1c(C)[nH]c(C=Nc2ccc(OC)cc2)c1O	18%	22%	11%	0	-23%	i	-2%	-1%	2%

Shown as a markdown table: part of the list above
| Molecule | Abeta yeast res | FUS yeast rescue | GLP1R ag | D3 antag | TDP43 rescue | pAkt inh | GLP-1R inv ag | PTHR1 ag | aSyn yeast inh |
| --- | --- | --- | --- | --- | --- | --- | --- | --- | --- |
| CCCC(=O)N1CCCC1(C)C(=O)Nc1ccc2nc(C)ccc2c1 (stereo unspecified) | 13% | -14% | 0% | -5 | 14% | i | 16% | i | ? |
| Cc1cc(F)ccc1-c1cc(C(=O)NCc2cc(C(F)(F)F)cc(C(F)(F)F)c2)[nH]n1 | -10% | -22% | 11% | -8 | 4% | i | -19% | -36%[inhibitor] | -9% |
